# Growth percent in the NCI-60 one-dose screen (48 h, 10 µM unless noted): 100 = growth as untreated, 0 = no growth, -100 = all killed.
# IGROV1: IGROV1 ovarian cancer; 79,000 tested, 4.7% active
# SK-OV-3: SK-OV-3 ovarian cancer cells | 80,000 tested, 3.2% active | AID 1794785
# OVCAR-4: OVCAR-4 ovarian cancer cells | AID 1794784 | 80,000 tested, 3.7% active
# SW-620: SW-620 colon cancer | 82,000 tested, 5.2% active | AID 1794795
# HT29: HT29 colon cancer; 81,000 tested, 7.4% active; AID 1794748
# COLO 205: COLO 205 colon cancer. 79,000 tested, 7.3% active. AID 1794742
# HCT-15: HCT-15 colon cancer | 82,000 tested, 5.2% active | AID 1794746
# HCT-116: HCT-116 colon cancer; 82,000 tested, 7.3% active; AID 1794798
# KM12: KM12 colon cancer cells. 82,000 tested, 5% active
# The depositor's hits bear a star; nt = no result given; & = joins results of further samples. The calls were made as follows: active = growth percent below 10; inactive = the rest.
# Start of the listing, in advance, 2 compounds:
# The line under a structure holds: IGROV1	SK-OV-3	OVCAR-4	SW-620	HT29	COLO 205	HCT-15	HCT-116	KM12
Nc1c(C(=O)Nc2ccncc2)sc2nc3c(cc12)C(=O)CCC3
    97	98	96	99	88	116	90	101	94
FC(F)(F)c1cnc2c(c1)Oc1ccccc1-c1ccnn1-2
    84	99	100	98	84	110	101	99	95

# The listing, previewed entries included:
# The line under a structure holds: IGROV1	SK-OV-3	OVCAR-4	SW-620	HT29	COLO 205	HCT-15	HCT-116	KM12
Nc1c(C(=O)Nc2ccncc2)sc2nc3c(cc12)C(=O)CCC3
    97	98	96	99	88	116	90	101	94
FC(F)(F)c1cnc2c(c1)Oc1ccccc1-c1ccnn1-2
    84	99	100	98	84	110	101	99	95
COc1ccc(C(=O)COc2cccc(/C=C3\Oc4ccccc4C3=O)c2)cc1
    nt	114	86	112	114	113	104	146	104
Fc1ccc2[nH]cc(-c3nc(-c4ccc5ccccc5c4)cs3)c2c1
    84	82	85	104	91	98	99	91	82
CC(C)C[C@@H]1NC(=O)[C@@H](NC(=O)[C@@H]2CCC(=O)N2)[C@H](C(C)C)c2ccc3c4c([nH]c3c2)-n2cnc(c2)C[C@@H](C(=O)O)NC(=O)[C@@H](CCCN=C(N)N)NC(=O)[C@@H]2CCCN2C(=O)[C@H](C4)NC(=O)[C@H](C(C)C)NC1=O
    97	nt	104	98	107	nt	96	96	106
COc1ccc(S(=O)(=O)n2cc(C3OC(c4cc(OC)c(OC)c(OC)c4)=NN3C(C)=O)c3ccccc32)cc1OC (stereo not given)
    83	97	78	98	110	127	82	68	137
CCOC(=O)C1[C@@H]2C(=O)N(c3ccc(OC)cc3)C(=O)[C@@H]2[C@H](c2cn(-c3ccccc3)nc2C)N1Cc1ccccc1 (stereo not given in full)
    92	117	104	94	89	107	88	85	90
CCOC(=O)CSc1ncnc2c1c(-c1ccccc1)cn2-c1ccc(Cl)cc1
    86	75	102	97	105	93	110	95	103
CCN(CCO)CCNc1ccc(C)c2sc3cc(OC)ccc3c(=O)c12
    67	89	85	38	33	49	41	21	69
Cc1ccc(C(=O)/C=C/Nc2cc(-c3ccccc3)nn2-c2ccccc2)cc1
    95	93	101	93	86	102	87	96	100
COc1cc2c(c(OC)c1OC)C1(NCC2)C(=O)Nc2ccc(Cl)cc21 (stereo not given)
    77	165	80	95	96	105	98	94	92
CC(=O)N[N+](C)(C)C
    121	94	99	111	107	105	98	94	106
C=C(OC1(C(C)C)CCC2(C)OC2C1)C(C)(C)CCC(C)(O)C(=O)OC1(C)C=CC(O)(C(C)C)CC1 (stereo not given)
    98	115	107	110	112	118	97	98	111
Cc1noc(NS(=O)(=O)c2ccc(N=Nc3cc(N=Nc4ccc(S(=O)(=O)Nc5onc(C)c5C)cc4)c4c(NC(=O)C(Cl)Cl)cccc4c3OC(=O)C(Cl)Cl)cc2)c1C
    78	109	108	77	81	81	83	75	98
CCOc1ccc(C2C(C#N)=C(N)Oc3c2c(C)nn3-c2ccc(Cl)cc2)cc1 (stereo not given)
    98	98	110	97	113	110	99	95	102
CN(C)c1ccc(/C=C(\C#N)c2nc3ccccc3c(=O)[nH]2)cc1
    -11*	114	30	83	88	111	97	77	80
CSc1nc2c(c(=O)n1C)C(c1ccccc1)C1=C(N2)/C(=C/c2ccccc2)CCC1 (stereo not given)
    47	107	68	47	54	nt	59	40	71
CC1(O)c2ccccc2-c2ccccc21
    103	97	105	103	95	109	97	98	106
NCCCCn1c(Cc2ccc(Cl)c(Cl)c2)nnc1Cc1cc2ccccc2[nH]1
    100	98	95	102	108	127	107	94	100
CCc1c(C(=O)Nc2ccc3ccccc3c2)[nH]c(C)c1C(C)=O
    108	100	77	99	94	111	79	100	85
CCCCn1c(-c2cccc(O)c2)cn2c3c(=O)[nH]c(=O)n(C)c3nc12
    100	97	90	106	106	109	104	101	103
Cc1ccc(-c2cc3ccccc3[nH]2)cc1
    90	91	87	93	95	102	93	95	101
CC(=O)Oc1ccc(C(c2ccc(OC(C)=O)cc2)c2ccccn2)cc1
    79&69	119	-16*	84&104	87&92	18&24	76&84	96&89	85&80
CC(=O)Nc1ccc2cnn(C(C)=O)c2c1
    98	nt	nt	101	119	102	109	108	106
c1ccc2c(NCCCN3CCOCC3)c3oc4ccccc4c3nc2c1
    -17*	-9.7*	7.9*	-0.9*	-48*	-68*	0.8*	-20*	2.0*
Oc1[nH]c2ccc(Cl)cc2c1/C=c1/cc2c(c(-c3ccc(C(F)(F)F)cc3)n1)=Nc1ccccc1-2
    93	112	62	79	77	96	86	64	71
O=C(Nc1c(Cl)cccc1Cl)Oc1c(Br)cc(Br)cc1Br
    102	94	100	100	107	101	99	102	102
COC(=O)C#CC(=O)OC
    103	107	123	106	105	114	108	99	111
CN(C(=O)C1CC1)c1ccccc1
    114&112	118&95	102&120	102&110	102&100	115&108	104&101	98&101	105&104
O=CC(O)CN1CCCC1 (stereo not given)
    100	85	114	106	93	106	100	82	100
O=C1c2cccc3cccc(c23)C(=O)N1Nc1nc(N2CCN(c3ccccc3)CC2)nc(-n2cnc3ccccc32)n1
    68	100	86	92	108	99	100	92	58
Cc1c2c(c(C)c3c1oc1cc(O)ccc13)C(=O)N(Cc1ccccc1)C2=O
    88	132	24	86	106	113	62	81	58
N#C/C(=C\c1c(F)cccc1Cl)C(=O)O
    101	93	112	110	95	108	103	101	105
COC(=O)c1nc(=S)[nH]c(C(=O)OC)c1C(=O)c1ccc(Cl)c(Cl)c1
    112	107	104	106	112	120	105	106	112
Cc1ccc(N/N=C(\C#N)C(=O)Nc2cc(-c3ccccc3)nn2-c2ccccc2)cc1
    84	62	56	77	90	98	43	70	77
N=C(N)c1ccc(-c2ccc(-c3ccc(-c4ccc(Cl)c(Cl)c4)s3)s2)cc1
    77	nt	93	85	71	91	81	80	94
O=c1oc(-c2ccccc2)c(-c2ccccc2)c2ccccc12
    89&94	97&102	91	111&106	97&109	116&117	100&101	95&99	102&107
CC1=CC2c3oc(-c4ccccc4)c(C(=O)c4ccccc4)c3CNC2C=C1 (stereo not given)
    102	83	117	97	84	109	97	92	101
Cc1cccc(NC2CNC(=O)NC2=O)c1 (stereo not given)
    111	108	102	107	101	112	107	96	102
O=C(/C=C/c1cccc(Br)c1)c1cccc(OCCCCOc2cccc(C(=O)/C=C/c3cccc(Br)c3)c2)c1
    101	107	109	98	117	115	108	87	99
COc1cc(-c2nn(C(C)(C)C)cc2-c2ccnc(NCCCNS(=O)(=O)c3ccc(Cl)cc3)n2)ccc1F
    85	104	71	100	70	94	43	24	60
O=C1CSC(=Nc2ccc(Cl)c(C(F)(F)F)c2)N1
    106	103	95	102	115	124	100	91	107
O=c1cc(-c2ccc(O)cc2)oc2c(O)c(O)c(O)c(O)c12
    127	107	98	102	106	135	103	104	107
COc1ccc2nc(-c3ccc(-c4noc(-c5ccc(Cl)cc5)n4)cc3)[nH]c2c1
    78	91	-26*	50	82	68	76	51	53
Cc1ccc(/C=C/C(=O)c2ccc(-c3cc4ccccc4oc3=O)nc2C)cc1
    97	108	102	99	123	117	100	106	101
Cn1c(=S)c2[nH]c(SCC3CCCO3)nc2n(C)c1=O (stereo not given)
    111	112	112	110	101	111	109	102	110
O=C(CN1C(=O)/C(=C/c2ccc(F)cc2)SC1=S)N1CCOCC1
    95	111	103	92	113	115	90	101	100
CN(C)C(=O)c1ncc(-c2ccc(C(F)(F)F)cc2)c(NC2CCCCCC2)n1
    108	97	101	105	104	111	102	104	109
O=Cc1cccc([N+](=O)[O-])c1O
    112	102	106	104	88	113	93	91	105
C/C(=C(/c1ccc(Cl)cc1)c1ccc(OCCN)cc1)c1ccc(O)cc1
    98	128	100	92	105	109	96	103	106
CN(C(=O)COc1ccccc1)c1ccc([N+](=O)[O-])cc1
    107	106	105	112	100	122	98	104	105
COC(=O)C(Cc1cccc(-c2ccc(Cl)nc2)c1)NC(=O)OCc1ccccc1 (stereo not given)
    76	93	89	97	101	95	103	95	98
CCOC(=O)N1CCN(/C(=N/c2sc(-c3ccccc3)nc2-c2ccccc2)c2ccc(C)cc2)CC1
    107	106	78	94	83	105	78	70	78
COc1ccc(OC)c(/C=C2/C(=O)Cc3ccccc32)c1
    87	93	101	93	94	95	95	84	92
COc1ccc(/C=C/C(=O)N2CC(C)OC(C)C2)cc1OC1CCCC1 (stereo not given)
    105	nt	95	102	108	nt	107	106	105
O=C(CSc1nc2ccccc2c(=O)n1-c1ccc(S(=O)(=O)Nc2ccc(Cl)nn2)cc1)Nc1ccccc1
    87	109	98	108	99	118	91	96	105
C#CCOc1ccccc1C(OC(=O)c1ccc(F)cc1)C(=O)NC(C)(C)C(C)(C)C (stereo not given)
    76	100	92	100	80	87	81	68	99
O=C1Nc2ccc(Br)cc2/C1=N/c1n[nH]c(=S)s1
    105	93	108	97	104	114	99	103	96
NS(=O)(=O)Oc1ccc(C(=O)NC23CC4CC(CC(C4)C2)C3)cc1Cl
    96	98	103	101	105	108	105	101	112
CC(NC=O)C(=O)O (stereo not given)
    108	104	90	101	109	118	100	102	105

# Quoted from above (6 entries):
# The line under a structure holds: IGROV1	SK-OV-3	OVCAR-4	SW-620	HT29	COLO 205	HCT-15	HCT-116	KM12
Nc1c(C(=O)Nc2ccncc2)sc2nc3c(cc12)C(=O)CCC3
    97	98	96	99	88	116	90	101	94
FC(F)(F)c1cnc2c(c1)Oc1ccccc1-c1ccnn1-2
    84	99	100	98	84	110	101	99	95
COc1ccc(C(=O)COc2cccc(/C=C3\Oc4ccccc4C3=O)c2)cc1
    nt	114	86	112	114	113	104	146	104
Fc1ccc2[nH]cc(-c3nc(-c4ccc5ccccc5c4)cs3)c2c1
    84	82	85	104	91	98	99	91	82
CC(C)C[C@@H]1NC(=O)[C@@H](NC(=O)[C@@H]2CCC(=O)N2)[C@H](C(C)C)c2ccc3c4c([nH]c3c2)-n2cnc(c2)C[C@@H](C(=O)O)NC(=O)[C@@H](CCCN=C(N)N)NC(=O)[C@@H]2CCCN2C(=O)[C@H](C4)NC(=O)[C@H](C(C)C)NC1=O
    97	nt	104	98	107	nt	96	96	106
COc1ccc(S(=O)(=O)n2cc(C3OC(c4cc(OC)c(OC)c(OC)c4)=NN3C(C)=O)c3ccccc32)cc1OC (stereo not given)
    83	97	78	98	110	127	82	68	137

# Carrying on.
# The line under a structure holds: IGROV1	SK-OV-3	OVCAR-4	SW-620	HT29	COLO 205	HCT-15	HCT-116	KM12
CC(C)NCCNc1ccnc2cc(Cl)ccc12
    98	97	97	94	81	90	97	85	103
C#CCOc1ccc(C(Nc2ccc(F)c(F)c2)c2nnnn2C2CCCCC2)cc1OC (stereo not given)
    92	102	96	95	84	114	89	79	93
O=C(O)CCCc1cnc2c3sccc3nc(SCc3c(Cl)cccc3Cl)n12
    54	37	60	27	16	28	37	22	22
CCCCCOC(=O)N1CCCCC1CC (stereo not given)
    115	105	111	nt	107	118	110	110	112
CC(C)COC(=O)c1ccc(NC(=O)CCCl)cc1
    73	102	104	92	98	98	97	93	100
COC1=CC2C(O)c3ccccc3N3C(=O)CCC23C=C1OC (stereo not given)
    101	93	103	102	98	110	97	100	108
Nc1cccc(-c2nc3sccn3c2-c2ccnc(NCCNS(=O)(=O)c3ccc(Br)cc3)n2)c1
    88	111	75	117	90	103	95	93	97
CCN(CC)c1ccc(C=O)c(OCc2cn(CC(=O)Nc3c(Cl)cc(Cl)cc3Cl)nn2)c1
    101	69	110	114	116	115	100	102	105
Cc1ccc(-c2ccc(C(=O)N/N=C/c3ccc([N+](=O)[O-])cc3)c(C)n2)cc1
    96	89	91	89	94	99	84	85	98
O=C1CCCCC(=O)[C@H]2CC(=O)O[C@@H]2CO1
    101	112	100	102	107	115	98	105	104
COc1ccc(NC(=O)Cn2c(/C=C/c3cccc(OC)c3)nc3ccccc3c2=O)cc1
    38	45	-30*	41	52	72	71	14	82
COCCn1c(Nc2ccc(C(=O)NO)cc2)nc2ccccc21
    57	49	72	30	44	51	75	19	52
COc1ccc(-n2c(SCC(=O)NNS(=O)(=O)c3ccccc3)nc3ccc(Cl)cc3c2=O)cc1
    103	66	98	105	114	120	92	96	102
COc1ccccc1/C=C/[C@H]1O[C@@H](C)[C@H](O)[C@@H]1O
    112	105	114	104	114	116	96	100	112
CC(C)(O)CC(=O)/C=C\c1ccc2c(c1)OCO2
    103	112	108	105	108	107	104	104	109
C=C(C)[C@@H]1CC[C@]2(COC(C)=O)CC[C@]3(C)[C@H](CC[C@@H]4[C@@]5(C)CCCNC(C)(C)[C@@H]5CC[C@]43C)[C@@H]12
    92	90	66	87	86	86	80	62	85
Cc1nn(-c2ccccc2)c(N2CCOCC2)c1C1CC(c2ccccc2)=NN1C=O (stereo not given)
    104	90	99	100	92	98	107	81	100
COc1ccc(-c2nc3c(c(-c4ccc(Cl)cc4)nn3-c3ccccc3)c(-c3ccc(O)cc3)c2C#N)cc1
    72	85	48	48	23	58	30	12	34
Cc1nn(-c2ccc(Cl)cc2)c2c1C(c1ccc(-c3ccccc3)cc1)C(C#N)=C(N)O2 (stereo not given)
    99	99	104	97	110	110	98	103	105
O=C1c2ccccc2C(Cl)(c2ccc(Cl)cc2)c2ccc(Cl)cc21 (stereo not given)
    74	nt	88	91	89	96	88	82	94

# Whole records as entered above. Screens in order: IGROV1, SK-OV-3, OVCAR-4, SW-620, HT29, COLO 205, HCT-15, HCT-116, KM12
# COc1ccccc1/C=C/[C@H]1O[C@@H](C)[C@H](O)[C@@H]1O is listed with 112, 105, 114, 104, 114, 116, 96, 100, 112
# CC(C)NCCNc1ccnc2cc(Cl)ccc12 is listed with 98, 97, 97, 94, 81, 90, 97, 85, 103
